PGC1a acetyl inh – lowers PGC1a acetylation signal in U2OS cells. AlphaScreen anti-acetyl-lysine; with virally co-expressed GCN5 acetyltransferase. inhibition, % at 15.6 µM. hit rate 0.17% among 350,000. AID 651687;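 active means every replicate shows inhibition of at least 40%; inconclusive means mean inhibition at least 40% but some replicate below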;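 further: 0% = neutral control wells and 100% = positive control wells; some results beyond the cut were filed as inactive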
C2C12 statin – suppressors of simvastatin-induced myotoxicity in C2C12 myotubes. hit rate 0.78% among 330,000. rescue of ATP level, % at 7.49 µM. ATP luminescence, 48 h; scaled: DMSO 0, geranylgeraniol control 100;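 active means mean ATP rescue above about 67%, or every replicate alone reaching that limit, limit read from the data, passing the limit was not always enough; inconclusive means no clear call, values can overlap the other calls; inactive means mean under the limit and some replicate under it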;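 further: myotubes were challenged with 10 µM simvastatin during compound exposure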
INS-1E GSIS act – primary screen for activators of insulin secretion dependent on glucose, INS-1E cells, GLuc reporter luminescence. INS-1E GLuc reporter insulin secretion, 2-3 h. activation, % at 16.6 µM. hit rate 0.61% among 370,000;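 active means lowest replicate activation of at least 40%, so every replicate reaches that level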;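 further: 0% = median of neutral control wells and 100% = median of IBMX positive control wells; some compounds called inactive have numbers as strong as hits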
F508del corr – CFTR F508del correction in bronchial cells; AID 720511; activity (quench increase), % at 7.58 µM; CFBE cells, YFP halide quenching; stimulated with forskolin plus potentiator P3; % fluorescence drop versus neutral controls; hit rate 0.36% among 350,000;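 active means mean added fluorescence quench of at least 8% versus neutral control, with both replicates also reaching 8%; inconclusive means only one of the mean or replicate conditions met; inactive means mean below 8% and not both replicates reaching 8%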;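 further: cells transiently co-express mutant CFTR-F508del with the halide-sensitive YFP; corrector assay measuring rescue of mutant channel to the surface after 24 h compound exposure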
FN deposition inh – fibronectin deposition inhibition; AID 743247; AH1F fibroblasts, Alexa488-fibronectin deposition fluorescence, overnight; hit rate 0.086% among 350,000; inhibition, % at 12.6 µM;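 active means mean inhibition across replicates of 30% or more, regardless of how many single replicates reach that level; inconclusive means mean under 30% yet at least half of replicates reach 30%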;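 further: positive control wells lacked labelled fibronectin entirely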
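Material: AH1F fibroblast monolayer depositing Alexa488-labelled fibronectin into matrix / Amount: 10000 AH1F cells per well / Signal: fluorescence 485/525 nm / Medium: DMEM, 2% serum / Compound: single dose, pinned / Incubation: 1 h cell adhesion before compound, then overnight fibronectin incubation / Reagent: Alexa488-FN, 24 nM final / Read-out: inhibition of fibronectin deposition signal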
Cneo AK release – Cryptococcus neoformans lysis via adenylate kinase release; AID 651654; C. neoformans lysis, adenylate kinase release luminescence, 4 h; normalised: neutral wells 0, clomiphene wells 100; hit rate 0.2% among 360,000; lysis activity, % at 15 µM;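 active means mean lysis activity across replicates of at least 80%, whatever share of replicates individually reach that level; inactive means mean lysis activity below 80%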
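Material – log-phase Cryptococcus neoformans yeast cells · Input – 5 × 10^6 yeast cells/mL · Medium – fresh YPD growth medium · Doses – single compound concentration per well · Timing – static 4 h at 37 °C with compound, 1 h detection · Detection – adenylate kinase release luminescence · Read-out – signal increase indicating cell lysis · Control set – Clomiphene as positive lysis control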
PglD DTNB – blocks C. jejuni PglD acetyltransferase activity; inhibition, % at 12.5 µM; purified PglD enzyme, DTNB colorimetric CoA detection; AID 602405; hit rate 0.098% among 360,000; in the data active means inhibition above about 16%, passing the limit was not always enough; inconclusive means no clear call, values can overlap the other calls; further: strong numbers were not always called active
miR122 inh – inhibitors of miR-122 in Huh7 cells | Huh7 miR-122 Renilla luciferase sensor, 48 h; neutral wells = 0, positive control = 100 | hit rate 0.3% among 340,000 | activation (reporter increase), % at 12.5 µM;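 active means mean replicate activation score at least 90 and every replicate individually at or above 90; inconclusive means only one of the two criteria met; inactive means neither criterion met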;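 further: higher luciferase means less miR-122 activity so hits act as miR-122 inhibitors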
Active calls of the source: *; ? = inconclusive; . = no result given; & = joins results of further samples; [ ] = another dose, or the depositor's remark.

SMILES	PGC1a acetyl inh	C2C12 statin	INS-1E GSIS act	F508del corr	FN deposition inh	Cneo AK release	PglD DTNB	miR122 inh
Cn1ccnc1SCc1cccc([N+](=O)[O-])c1	.	-20	11	0.3	14	1	0	4
CCOC(=O)C(C)Sc1nc2ccccc2c(=O)n1CC1CCCCC1 (stereo not drawn)	3	13	-8	.	-5	3	1	-1
C[C@H]1CN([C@@H](C)CO)C(=O)c2cc(-c3ccncc3)cnc2O[C@@H]1CN(C)Cc1ccc(F)cc1	7	0	6	-0.1	-6	0	-2	0[16.7 µM]
O=C(NCc1ccncc1)c1cccc(S(=O)(=O)NCc2ccccc2)c1	1	5	10	-1.4	.	-1	-1	10
CCC1(c2ccccc2)NC(=O)N(CC(=O)Nc2cccc(S(=O)(=O)N3CCCCC3)c2)C1=O (stereo not drawn)	-24	25	-40	-1.2	3	1	-14	7
COc1cc(/C=C/c2c([N+](=O)[O-])c(=O)n(C)c(=O)n2C)cc(OC)c1OC	14	2	13	-1.7	.	-1	-1	0
CCN(CC)S(=O)(=O)c1cccc(S(=O)(=O)N2CCCCC2)c1	-5	6	-11	.	.	-1	1	2
O=C(CCCSc1nnc(Nc2ccccc2F)s1)N1CCOCC1	.	1	-7	1.1	.	0	1	-5
CC(=O)N1c2ccc(S(=O)(=O)N3CCCC3)cc2CC1C(=O)NC(C)C (stereo not drawn)	2	14	7	-0.2	1	0	0	4
Cc1c(NC(=S)N/N=C/c2cccc(O)c2)c(=O)n(-c2ccccc2)n1C	1	-8	.	.	4	-1	0	3
CC(Sc1nnnn1C1CC1)C(=O)N1c2ccccc2NC(=O)C1(C)C (stereo not drawn)	-2	-1	6	0.9	7	3	0	-9
CCCN1CCN(C(=O)C2CCN(c3ncnc4c3nc3n4CCCCC3)CC2)CC1	-1	-1	1	-1.8	-1	-2	2	-7
Cc1cc(C)nc(/N=C2\NC(=O)CC(C(=O)O)N2c2ccc(Cl)cc2Cl)n1 (stereo not drawn)	-19	1	-4	0.3	5	.	.	-3
C/C=C/c1ccc2c(c1)O[C@H](CN(C)C)[C@H](C)CN([C@@H](C)CO)S2(=O)=O	-3	4	15	1.2	-27	-3	-3	-5[16.7 µM]
C/C=C/c1ccc([C@H]2[C@@H](CN(C)C(=O)CC3CC3)N(C(=O)C3CC3)[C@H]2CO)cc1	-14	-9	0	-1.2	2	0	1	-14[16.7 µM]
CC(=O)N1[C@@H]2c3cccc(=O)n3C[C@H]1[C@H](CO)[C@H]2C(=O)NCC1CCCCC1	1	-14	13	0.4	.	4	-1	-5[16.7 µM]
COc1cc2c(cc1OC)[C@H](Cc1ccc(O)cc1)NCC2	.	0	72	2.5	2	4	-1	.
O=C(Nc1cccc(Cl)c1)OCCOCCOC(=O)Nc1cccc(Cl)c1	2	-12	.	1.9	4	-2	2	.
CCc1ccc2nc(Nc3ccc(OC)cc3OC)c(C#N)cc2c1	4	.	1	-0.9	-1	.	.	23
O=C(NCc1ccco1)/C(=C\c1ccco1)NC(=O)c1ccco1	0	.	17	0.0	8	1	9	-5
CCOC(=O)C1C(C)N=C2SCC(=O)N2C1c1cccc(Br)c1 (stereo not drawn)	-3	16	.	.	.	-2	-1	2
CCn1c(SCC(=O)NCc2ccc3c(c2)OCO3)nnc1-c1c[nH]c2ccccc12	-3	11	.	.	.	-1	-3	-6
CCOc1ccccc1N1CCN(C(=O)CSc2ccc3c(c2)OCCO3)CC1	.	-4	-9	2.8	-3	5	4	.
CCCn1c(N)c(C(=O)COC(=O)CCNS(=O)(=O)c2ccccc2F)c(=O)[nH]c1=O	.	-10	8	-0.5	-5	.	.	.
CCOC(=O)C1Cc2c([nH]c3ccccc23)C(C)N1 (stereo not drawn)	0	2	5	-2.7	.	0	-4	-8
CCN(CC)S(=O)(=O)c1ccc(Cl)c(NC2=NCCCCC2)c1	.	-2	8	-0.5	-10	-3	-4	-6
COC(=O)c1cc(NCc2ccc3c(c2)OCO3)ccc1N1CCOCC1	-3	1	.	.	.	-2	2	-2
NS(=O)(=O)c1ccc(CCNC(=O)CSc2nc3c(sc(=S)n3-c3ccccc3)c(=O)[nH]2)cc1	23	1	.	3.2	5	1	6	-3
Cc1ccc(C)c(OCc2cc(C(=O)N3CCNC(=O)C3)no2)c1	-1	1	21	-2.4	17	4	2	5
C[C@@H]1CN([C@@H](C)CO)C(=O)c2cc(NS(=O)(=O)c3ccccc3)ccc2O[C@@H](C)CCCCO[C@@H]1CN(C)C(=O)Nc1ccccc1	-1	.	-24	2.7	-4	-1	-3	4[16.7 µM]
O=C(COC(=O)Cc1ccc(S(=O)(=O)N2CCOCC2)s1)NCCc1ccccc1	?	4	.	.	.	3	-4	1
CCC(Oc1ccccc1)C(=O)Nc1nnc(S(=O)(=O)N2CCCC2)s1 (stereo not drawn)	-9	10	-9	0.4	-4	-2	1	-5
O=C1C2CCCN2C(=S)N1Cc1ccccc1 (stereo not drawn)	-6	2	-1	0.4	-12	-3	4	-5
COc1cn(-c2ccccc2)nc1C(=O)Nc1ccccc1	-10	-17	-21	0.5	-2	0	-3	2
Cc1cc2c(c(=O)o1)C(C13C=CC(CC1)C3)C(C#N)=C(N)O2 (stereo not drawn)	1	-6	.	.	.	12	1	-5
C[C@@H](NC(=O)[C@@H]1N[C@@H]2c3ccc(C4=CCCC4)c(=O)n3C[C@@H]2[C@H]1CO)c1ccccc1	.	-30	-8	.	.	50	-2	.
Cc1ccc(C(=O)Nc2nc(-c3ccc(F)cc3)cs2)o1	-29	7	6	0.7	4	17	-6	-2
O=C(C[C@H]1CC[C@@H]2[C@H](COC[C@H](O)CN2C(=O)c2cccnc2)O1)NCc1ccc(-c2ccccc2)cc1	3	4	0	-1.4	3	2	4	6[16.7 µM]
Cc1ccc(Cl)cc1NC(=S)N(CCCN1CCN(C)CC1)Cc1ccco1	-3	4	-11	0.1	2	2	-2	-2
CCC(C)N(C)Cc1cccc(C2(O)CCN(S(=O)(=O)c3ccc(F)c(C)c3)CC2)c1 (stereo not drawn)	-18	-5	-14	.	-2	.	.	-4

Just PglD DTNB and C2C12 statin, for some of the entries so far:
molecule | PglD DTNB | C2C12 statin
CCOC(=O)C(C)Sc1nc2ccccc2c(=O)n1CC1CCCCC1 (stereo not drawn) | 1 | 13
C[C@H]1CN([C@@H](C)CO)C(=O)c2cc(-c3ccncc3)cnc2O[C@@H]1CN(C)Cc1ccc(F)cc1 | -2 | 0
O=C(NCc1ccncc1)c1cccc(S(=O)(=O)NCc2ccccc2)c1 | -1 | 5
CCC1(c2ccccc2)NC(=O)N(CC(=O)Nc2cccc(S(=O)(=O)N3CCCCC3)c2)C1=O (stereo not drawn) | -14 | 25

Later entries
SMILES	PGC1a acetyl inh	C2C12 statin	INS-1E GSIS act	F508del corr	FN deposition inh	Cneo AK release	PglD DTNB	miR122 inh
C[C@H](CO)N1C[C@H](C)[C@H](CN(C)S(=O)(=O)c2ccc(Cl)cc2)OCCCC[C@H](C)Oc2ccc(NC(=O)Nc3cccc4ccccc34)cc2C1=O	-4	.	22	0.0	-7	-2	1	-3[16.7 µM]
COc1ccc(C(=O)N/C(=C\c2cn(S(=O)(=O)N(C)C)c3ccccc23)C(=O)NCCN2CCOCC2)cc1OC	-3	16	-2	-0.4	4	.	.	-5
C[C@@H]1CN([C@@H](C)CO)C(=O)c2cc(Br)cnc2O[C@@H]1CN(C)C(=O)NC1CCCC1	5	2	0	-0.8	-4	-1	0	-7[16.7 µM]
CC(C)(CN1CCN(C(c2ccccc2)c2ccccc2)CC1)NS(=O)(=O)c1ccccc1	-11	.	-40	-0.7	-4	0	-1	-14
Cn1c(CC(=O)Nc2ccc(F)cc2)c(Sc2ccccc2)c2ccccc21	-6	-12	-14	-0.3	0	.	.	65
C=CCc1c(C)nc(SCc2nc3ccccc3c(=O)[nH]2)[nH]c1=O	-15	.	.	.	.	-2	10	-6
COC(=O)C1=CN(Cc2ccc(OC)c(OC)c2)C=C(C(=O)OC)C1c1cccc(F)c1	-10	24	13	3.6	1	-2	6	2
CCNc1nc2c(c(=O)[nH]c(=O)n2C)n1CC(C)C	-4	.	.	1.5	5	-1	-2	-2
Cc1ccc(C)c(NC(=O)c2cc(S(=O)(=O)N3CCOCC3)cn2C)c1	-7	1	.	-0.1	1	1	4	-2
Cc1ccc(-c2csc3nc4c5ccccc5c(NCCCN(C)C)nn4c(=O)c23)cc1	-2	0	9	-0.6	14	5	-1	-11
COc1ccc(C(C#N)CC(=O)c2ccc(OCc3ccccc3)c(OC)c2)cc1OC (stereo not drawn)	-4	-1	.	1.3	8	-1	-4	-3
O=C(C[C@@H]1C=C[C@H](NC(=O)C2CC2)[C@H](CO)O1)NCC1CC1	-2	-4	5	-0.3	.	3	-1	.
C[C@@H]1CN([C@H](C)CO)C(=O)c2c(c3ccccc3n2C)-c2ccccc2CO[C@H]1CN(C)Cc1cccc2c1OCCCO2	-9	.	7	3.1	-3	.	.	.
CC(C)c1ccc(NC(=O)CSc2nnc(CN3CCOCC3)n2C)cc1	.	29	17	3.5	0	-1	99*	-1
CC(=O)Nc1ccc(/C=N/NC(=O)CCN2CCN(c3ccccc3)CC2)cc1	3	.	-6	-3.4	13	.	.	.
O=C(CSc1ccc(Cl)cc1)NCc1ccncc1	3	17	.	0.1	2	1	-1	0
O=C(NC(c1ccc2ccccc2n1)c1cccs1)C1CCN(Cc2cccc(C(F)(F)F)c2)CC1 (stereo not drawn)	10	11	.	0.5	-2	0	1	-10
O=C(Nc1ccc(C(O)c2ccccc2)cc1)[C@@H]1O[C@H](CO)[C@H](O)[C@H](O)[C@H]1O (stereo partly drawn)	-8	1	15	-0.1	0	-1	-4	-5
COc1cccc(S(=O)(=O)N(C)C[C@@H]2Oc3ncc(-c4cccc(C(=O)N(C)C)c4)cc3C(=O)N([C@H](C)CO)C[C@H]2C)c1	2	6	5	2.4	-9	5	-1	4[16.7 µM]
CCN(CC)S(=O)(=O)c1ccc2c3c(cccc13)C(=O)S2	3	13	-25	.	.	.	.	-2
CCOc1ccccc1N1CCN(C(=O)c2ccccc2OCc2c(C)noc2C)CC1	-6	1	-1	4.2	0	0	-1	2
O=S(=O)(c1cccc(-c2nnco2)c1)N1CCCC1	-6	.	3	.	13	1	-7	-5
COc1ccc(C2CC(c3cccc(OC)c3)=NN2c2ccc(S(N)(=O)=O)cc2)cc1 (stereo not drawn)	-15	9	-4	-0.6	6	2	1	4
CCCc1nnc(NC(=O)CCC(=O)N2CCN(S(=O)(=O)c3ccc(C)cc3)CC2)s1	4	.	16	-0.3	-5	.	.	.
CCCNC(=O)Nc1ccc2c(c1)C(=O)N(C)C[C@H](OC)[C@H](C)CN[C@H](C)CO2	-5	3	15	3.0	1	5	-1	.
COc1ccc(S(=O)(=O)N[C@@H]2C=C[C@@H](CC(=O)N3CCc4ccccc4C3)O[C@@H]2CO)cc1	-5	-4	-2&18	2.6&1.8	10&6	65	1	-17[16.7 µM]
